Screening data from PubChem BioAssay.
Granule exo inh – blocks lytic granule exocytosis. 360,000 tested, 0.66% active. TALL-104 LAMP-1 surface exposure, flow cytometry; cells stimulated with thapsigargin and PMA. inhibition, % at 10 µM;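 active = inhibition above about 55%, limit read from the data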
hiPSC survival – enhancers of human iPSC single-cell survival. hiPSC single-cell survival, ATPlite luminescence; 100% = ROCK inhibitor wells, 0% = DMSO. survival enhancement, % at 20 µM. 360,000 tested, 0.044% active; in the data active = survival enhancement above about 18%;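 note: cells exposed to compounds for 16 hours before the ATP read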
ABCB6 inh 2 – blocks the human ABCB6 transporter. AID 602162. 360,000 tested, 0.19% active. fluorescence ratio to DMSO, % at 10 µM. Q9NP58. K562-ABCB6 porphyrin accumulation, flow cytometry, 1 h; hits give low values;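 active = fluorescence ratio to DMSO below 75%, the collection mean minus 3 SD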;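 note: signal is porphyrin accumulated inside mitochondria; 100% equals median channel fluorescence of DMSO control wells; lower ratio means ABCB6 inhibition with less porphyrin fluorescence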
aDG glyco up – increases alpha dystroglycan glycosylation | Pro5-aDG cells, alpha-DG glycosylation AlphaScreen (IIH6); 0% Pro5, 100% B10-LARGE cell signal | 360,000 tested, 0.22% active | activation, % at 10 µM | AID 624168;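 active = activation of at least 8% versus controls, or a plate z-score of at least 8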;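 note: Pro5 are CHO cells carrying HIG-tagged alpha-DG that lacks glycosylation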
MC4R antagonist – antagonists of human melanocortin 4 receptor (MC4R) | P32245 | MC4R-expressing cells, MTII-stimulated cAMP, LANCE TR-FRET | inhibition, % at 6.5 µM | 360,000 tested, 0.48% active | AID 540295;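 active = inhibition above its plate's cutoff, the mean of tested wells on that plate plus 3 SD, cut at about 29% in these data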;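 note: 0% = Melanotan II alone and 100% = Melanotan II plus saturating MCL0020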
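Assay system: human MC4R-expressing U2OS cells; reagent: Melanotan II stimulation of cells; dosing: 6.5 µM single dose; timing: compound 30 min, challenge 1 h, detection 1 h; signal: TR-FRET cAMP assay; replicates: one well per compound, no replicates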
MC4R ag barr – human MC4R agonism via beta-arrestin; U2OS MC4R beta-arrestin complementation, luminescence; percent of melanotan II response, DMSO zero; AID 540308; activation, % at 8.9 µM; 360,000 tested, 0.98% active; P32245;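 active = activation above a per-plate cutoff, the mean activation of sample wells on that plate plus 3 SD, cut at about 8% in these data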
H9c2 protect – myocardial damage modulation in H9c2 cells; H9c2 cardiomyocytes, H2O2 injury protection, ATPLite, 2 h; protection from H2O2 cell death, % at 20 µM; 360,000 tested, 0.63% active;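 active = compounds giving at least 50% protection of heart cells from peroxide-induced death in the single-dose screen, raw or plate-pattern-corrected value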;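 note: 0% = DMSO wells with peroxide and 100% = DMSO wells without peroxide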
m5-HT2A agonist – mouse HTR2A agonism via beta-arrestin recruitment. activation, % at 7.6 µM. P35363. 360,000 tested, 0.66% active. AID 624169. CHO-K1 mHTR2A beta-arrestin complementation, luminescence; percent of 30 µM serotonin response;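 active = activation above a run cutoff, the mean activation of all tested compounds plus 3 SD, cut at about 14% in these data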;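 note: 0% = plate median of compound wells and 100% = 30 µM serotonin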
ABHD5 PLIN5 PPI – ABHD5-PLIN5 protein interaction inhibition; Q00G26+Q8WTS1; Split G. princeps luciferase complementation, luminescence, 4 h; inhibition, % at 4 µM; 360,000 tested, 0.78% active;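 active = inhibition above the mean inhibition across every tested compound plus 3 SD, cut at about 22% in these data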;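 note: 0% = DMSO only wells and the 100% control is not disclosed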
Target sequence (Q00G26 whole entry, looked up): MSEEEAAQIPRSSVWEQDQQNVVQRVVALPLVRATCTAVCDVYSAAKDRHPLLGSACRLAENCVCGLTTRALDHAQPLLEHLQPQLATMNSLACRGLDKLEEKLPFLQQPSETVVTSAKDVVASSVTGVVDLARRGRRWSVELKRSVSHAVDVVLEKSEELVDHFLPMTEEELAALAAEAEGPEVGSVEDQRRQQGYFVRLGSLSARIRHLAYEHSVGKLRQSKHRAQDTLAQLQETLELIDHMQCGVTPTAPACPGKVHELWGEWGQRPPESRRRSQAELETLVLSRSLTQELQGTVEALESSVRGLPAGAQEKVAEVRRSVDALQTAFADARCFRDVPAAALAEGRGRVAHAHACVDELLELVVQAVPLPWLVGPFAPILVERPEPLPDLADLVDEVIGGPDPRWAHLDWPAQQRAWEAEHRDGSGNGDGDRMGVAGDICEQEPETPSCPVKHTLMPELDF
Target sequence (Q8WTS1 whole entry, looked up): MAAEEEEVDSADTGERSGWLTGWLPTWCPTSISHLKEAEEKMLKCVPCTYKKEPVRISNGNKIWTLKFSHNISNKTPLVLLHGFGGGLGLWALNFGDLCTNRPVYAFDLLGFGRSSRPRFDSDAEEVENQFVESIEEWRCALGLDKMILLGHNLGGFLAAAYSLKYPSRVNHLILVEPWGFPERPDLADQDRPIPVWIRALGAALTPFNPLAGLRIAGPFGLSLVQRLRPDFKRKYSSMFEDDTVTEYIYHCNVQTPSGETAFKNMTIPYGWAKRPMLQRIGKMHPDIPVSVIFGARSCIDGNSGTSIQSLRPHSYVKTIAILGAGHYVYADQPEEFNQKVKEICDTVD
N-glyco inh – blocks N-linked glycosylation in D54 reporter cells; D54 ERlucT glycosylation luciferase reporter, 24 h; percent of 100 nM tunicamycin response; reporter increase, % at 12.5 µM; 360,000 tested, 0.23% active; AID 588692;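 active = mean luciferase reporter signal, scaled so untreated is 0 and the glycosylation-blocking control 100, at or above a set limit in every replicate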;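 note: luciferase carries N-glycosylation sites so blocking glycosylation raises the light; 0% = median of neutral control wells and 100% = median of 100 nM tunicamycin wells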
An asterisk follows results filed as active; . = no result given.

SMILES	Granule exo inh	hiPSC survival	ABCB6 inh 2	aDG glyco up	MC4R antagonist	MC4R ag barr	H9c2 protect	m5-HT2A agonist	ABHD5 PLIN5 PPI	N-glyco inh
COCCCNC(=S)Nc1cc2oc3ccccc3c2cc1OC	-5	0.0	98	-0.2	-1	-0.3	-1	8	10	20
Cc1ccc(C(=O)Oc2cccc(NC(=O)c3ccco3)c2)cc1S(=O)(=O)N1CCC(C)CC1	-1	0.2	93	0.2	10	-2.1	-4	-6	0	1
O=C(CNC(=O)c1ccc(Cl)cc1Cl)OCc1nnc(-c2ccccc2Br)o1	-9	2.1	90	-0.2	11	-1.3	-1	-3	-14	0
COc1ccc(/C(N)=N/OC(=O)c2cccc([N+](=O)[O-])c2)cc1OC	-2	-0.6	104	-0.2	4	0.5	-15	7	-1	2
CCn1nc(C(=O)NCc2ccco2)c(Cl)c1Cl	-3	-1.4	101	-0.1	-1	0.8	-1	5	8	0
O=[N+]([O-])/C=C\c1ccc(N2CCOCC2)cc1	14	-0.4	95	0.3	5	-0.5	-16	-6	65*	11
COC(=O)[C@H](CCSC)NC(=O)NC1CC1	-3	0.4	102	0.0	-1	1.5	-1	5	-4	1
Cc1cc(C)n2nc(SCc3c(F)cccc3Cl)nc2n1	-12	0.6	89	-0.1	-2	-0.5	-4	5	-7	-2

An excerpt from above in order of the Granule exo inh value, descending.
Structure,Granule exo inh
O=[N+]([O-])/C=C\c1ccc(N2CCOCC2)cc1,14
COc1ccc(/C(N)=N/OC(=O)c2cccc([N+](=O)[O-])c2)cc1OC,-2
CCn1nc(C(=O)NCc2ccco2)c(Cl)c1Cl,-3
O=C(CNC(=O)c1ccc(Cl)cc1Cl)OCc1nnc(-c2ccccc2Br)o1,-9
Cc1cc(C)n2nc(SCc3c(F)cccc3Cl)nc2n1,-12

The main list resumes; the two compounds before the break are reprinted first.
SMILES	Granule exo inh	hiPSC survival	ABCB6 inh 2	aDG glyco up	MC4R antagonist	MC4R ag barr	H9c2 protect	m5-HT2A agonist	ABHD5 PLIN5 PPI	N-glyco inh
COC(=O)[C@H](CCSC)NC(=O)NC1CC1	-3	0.4	102	0.0	-1	1.5	-1	5	-4	1
Cc1cc(C)n2nc(SCc3c(F)cccc3Cl)nc2n1	-12	0.6	89	-0.1	-2	-0.5	-4	5	-7	-2
COc1cccc(CN(C)Cc2nc(Cc3ccccc3Cl)no2)c1	1	1.8	101	-0.2	9	1.9	-5	-4	-9	0
O=C(NS(=O)(=O)c1ccccc1)c1ccccc1O	1	-3.7	97	0.1	8	0.1	4	4	-2	0
COCCNC(=O)/C(C#N)=C/c1ccc(SC)cc1	0	-0.8	100	0.2	-13	-0.3	-4	-5	9	3
Cc1cccc(NC(=O)C2CCCN2S(=O)(=O)c2ccc3c(c2)n(C)c(=O)c(=O)n3C)c1 (stereo not drawn)	5	1.4	95	-0.2	2	0.4	3	-4	-2	0
CC(C)c1cc(-c2cc(C(=O)Nc3ccccc3)on2)nc(NC2CCCC2)n1	-4	-1.5	93	0.3	-2	-1.6	-8	-3	-9	-2
CCN1CCN(S(=O)(=O)c2ccc(Cl)c(C(=O)N(C)C(c3ccccc3)c3ccccc3)c2)CC1	3	-0.1	101	0.4	8	0.3	-6	-8	9	-5
CC(C)C(=O)Nc1ccc(N2CCOCC2)c(S(=O)(=O)Nc2ccccc2Cl)c1	-2	4.6	94	0.1	11	-1.0	14	2	-5	-2
CCN1CCN(S(=O)(=O)c2ccc(Cl)c(C(=O)N(C)Cc3cccc(OC)c3)c2)CC1	1	-0.5	100	0.2	12	-3.3	-1	8	5	1

Next structures:
SMILES	Granule exo inh	hiPSC survival	ABCB6 inh 2	aDG glyco up	MC4R antagonist	MC4R ag barr	H9c2 protect	m5-HT2A agonist	ABHD5 PLIN5 PPI	N-glyco inh
NNc1ccc(S(=O)(=O)N2CCCCC2)cn1	0	-0.6	98	0.0	2	12*	5	-1	2	-1
Clc1ccc(N2CCN(Cc3ccco3)CC2)cc1	-16	0.5	100	0.0	5	-0.5	-4	-3	9	0
O=C(Nc1cc(Cl)ccc1Cl)C1Cc2ccccc2O/C1=N\O (stereo not drawn)	7	0.1	93	0.1	1	-2.2	-6	-1	-2	0
CS(=O)(=O)N(CC(=O)O)c1ccc(Oc2ccccc2)cc1	0	1.6	96	-0.2	12	-0.8	2	6	7	1
O=C(/C=C/NNC(=O)c1ccccc1)c1ccc([N+](=O)[O-])cc1	3	-1.4	104	0.7	24	-3.4	43	-1	0	-15
CCc1ccc2c(F)cccc2n1	-1	-1.0	87	-0.2	.	.	2	-2	-3	2
O=C(Nc1cccc2c1C(=O)NC2=O)c1ccc(S(=O)(=O)N2CCCC2)cc1	-1	-1.9	91	-0.4	2	-0.6	2	1	-6	1
CCOc1ccc(CCNC(=O)COC(=O)CSc2ccccc2C)cc1OCC	6	0.2	96	0.2	10	0.4	1	-4	2	1

Structures from the list above containing an aryl methoxy group (4):
SMILES	Granule exo inh	hiPSC survival	ABCB6 inh 2	aDG glyco up	MC4R antagonist	MC4R ag barr	H9c2 protect	m5-HT2A agonist	ABHD5 PLIN5 PPI	N-glyco inh
COCCCNC(=S)Nc1cc2oc3ccccc3c2cc1OC	-5	0.0	98	-0.2	-1	-0.3	-1	8	10	20
COc1ccc(/C(N)=N/OC(=O)c2cccc([N+](=O)[O-])c2)cc1OC	-2	-0.6	104	-0.2	4	0.5	-15	7	-1	2
COc1cccc(CN(C)Cc2nc(Cc3ccccc3Cl)no2)c1	1	1.8	101	-0.2	9	1.9	-5	-4	-9	0
CCN1CCN(S(=O)(=O)c2ccc(Cl)c(C(=O)N(C)Cc3cccc(OC)c3)c2)CC1	1	-0.5	100	0.2	12	-3.3	-1	8	5	1
